Screening results deposited in PubChem BioAssay by National Center for Advancing Translational Sciences (NCATS).
IL-2 act: activates IL-2 in a cell-based reporter assay. IL-2 activation reporter assay, cell-based qHTS; stimulated with anti-CD3/CD4/CD28 beads; in transgenic mouse T cells. activation, % (series mostly up to about 46 µM). 360,000 tested, 0.065% active; in the data active = activation above about 50%; inconclusive = mostly about 30% to 49%; also: 0% is about no effect
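Unstimulated transgenic mouse T cells, 750 per well, received compound and, after 60 minutes, anti-CD3/anti-CD4 bead plus anti-CD28 stimulation. EGFP and DsRed were quantified after 18 hours.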
PI5P4K alpha inh: PI5P4K alpha (human) kinase inhibition; PI5P4Kalpha enzyme, ADP-Glo luminescence, 60 min; active compounds read low; max response, %; 330,000 tested, 1.2% active; active = max response of -50% or lower; inconclusive = between -30% and -50%; inactive = -30% or higher; also: value at the top dose of about 77 µM; % is scaled to controls: 0 for no effect and ±100 for the full control effect
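Enzyme plus substrate dispensed, test compounds pinned in, then ATP (5 microM final) added. After 60 min at RT, ADP-Glo reagent 1 for 45 min and reagent 2 for 30 min preceded luminescence imaging.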
CCT chaperon mod: changes cytosolic chaperonin activity. activity change, % (test concentration not listed), hits read low. 360,000 tested, 0.3% active. purified chaperonin ATPase assay, HTRF ADP detection, 30 min; in the data active = activity change below about -30%; also: % is scaled to controls: 0 for no effect and ±100 for the full control effect
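We incubate TRiC, 40 or 20 nM final, with library compounds at 76 uM and 10 uM ATP for 30 min at 37 °C. ADP formed is detected with Transcreener HTRF reagents after 30 min at room temperature.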
EPAC1 antag: antagonists of human EPAC1 | EPAC1 GEF assay, Rap1b-BODIPY-GDP exchange fluorescence | O95398 | Potency, µM (titrated, usually from 115 µM), without a hit: at the highest dose activity change, negative = inhibition, most hits filed as inhibitors | 360,000 tested, 0.14% active;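 also: potency is read from the fitted curve at half-maximal effect; plate controls were vehicle for no effect and positive control for full effect; nearly all actives have a fitted effect of over 50% in size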
EPAC2 agonist: EPAC2 (human) agonism | Q8WZA2 | Potency, µM (doses to about 154 µM), without a hit: at the top dose activation, actives largely listed as activators | 360,000 tested, 0.079% active | EPAC2 activation, biochemical qHTS; response scale: 100% = 6.5 mM cAMP response | AID 720711; also: potency is read from the fitted curve at half-maximal effect; nearly all actives have a fitted effect of over 50% in size
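Compounds were titrated in qHTS against a Rap1B-BODIPY-GDP (250 nM) complex with EPAC2 (100 nM) and GDP (50 uM). BODIPY-GDP release tracked at 480/540 nm over 30 min at room temperature, normalized to 6.5 mM cAMP.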
WRN inhibitor: WRN helicase (human) inhibition. Potency, µM (doses to about 114 µM), for inactives: at the highest dose activity change, negative = inhibition, hits mostly inhibitors. 360,000 tested, 0.46% active. WRN helicase unwinding, fluorescent forked duplex, kinetic. Q14191; also: potency is read from the fitted curve at half-maximal effect; % is scaled to controls: 0 for no effect and ±100 for the full control effect; nearly all actives have a fitted effect of over 55% in size
Target sequence (Q14191 whole entry, looked up): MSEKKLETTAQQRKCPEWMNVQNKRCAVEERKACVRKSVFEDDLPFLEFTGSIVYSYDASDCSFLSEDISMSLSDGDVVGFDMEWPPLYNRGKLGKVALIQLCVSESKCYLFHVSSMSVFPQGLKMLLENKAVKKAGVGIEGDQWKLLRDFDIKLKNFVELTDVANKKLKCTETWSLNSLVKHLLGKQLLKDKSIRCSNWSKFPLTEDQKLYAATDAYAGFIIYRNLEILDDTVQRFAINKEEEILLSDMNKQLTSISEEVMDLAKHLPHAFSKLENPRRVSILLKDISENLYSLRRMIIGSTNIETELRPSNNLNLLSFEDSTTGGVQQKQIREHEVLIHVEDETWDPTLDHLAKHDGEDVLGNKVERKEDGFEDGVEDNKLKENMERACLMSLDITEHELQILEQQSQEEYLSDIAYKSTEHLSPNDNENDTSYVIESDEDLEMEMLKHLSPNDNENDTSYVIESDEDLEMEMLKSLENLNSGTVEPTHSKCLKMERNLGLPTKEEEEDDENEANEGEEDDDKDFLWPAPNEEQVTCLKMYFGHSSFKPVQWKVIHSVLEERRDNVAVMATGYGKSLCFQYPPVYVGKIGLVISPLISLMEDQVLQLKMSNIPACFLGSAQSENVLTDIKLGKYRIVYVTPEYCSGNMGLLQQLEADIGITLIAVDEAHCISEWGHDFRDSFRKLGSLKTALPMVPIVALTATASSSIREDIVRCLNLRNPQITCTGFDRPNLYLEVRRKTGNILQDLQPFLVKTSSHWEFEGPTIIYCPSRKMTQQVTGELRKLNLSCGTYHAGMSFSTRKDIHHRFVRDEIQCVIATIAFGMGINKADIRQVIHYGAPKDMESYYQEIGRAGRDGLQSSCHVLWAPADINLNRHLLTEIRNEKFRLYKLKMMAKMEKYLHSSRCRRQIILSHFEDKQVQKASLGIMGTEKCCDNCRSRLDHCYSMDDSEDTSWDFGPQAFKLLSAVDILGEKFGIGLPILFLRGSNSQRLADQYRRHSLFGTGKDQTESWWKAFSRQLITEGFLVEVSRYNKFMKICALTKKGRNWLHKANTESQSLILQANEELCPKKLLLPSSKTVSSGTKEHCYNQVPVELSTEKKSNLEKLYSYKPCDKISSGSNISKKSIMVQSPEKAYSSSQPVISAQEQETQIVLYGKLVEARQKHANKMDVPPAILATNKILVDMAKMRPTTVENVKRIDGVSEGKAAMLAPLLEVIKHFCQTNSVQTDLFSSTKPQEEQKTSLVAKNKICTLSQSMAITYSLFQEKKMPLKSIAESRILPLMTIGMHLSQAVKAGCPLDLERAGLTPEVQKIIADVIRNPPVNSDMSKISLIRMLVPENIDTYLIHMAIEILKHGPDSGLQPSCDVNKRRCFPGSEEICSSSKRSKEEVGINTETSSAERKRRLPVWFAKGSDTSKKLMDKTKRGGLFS
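Screening of the MLSMR collection measured strand separation of a quenched forked DNA duplex (100 nM) by 20 nM WRN with 2 mM ATP, all final. Compounds were preincubated with enzyme 15 min at room temperature.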
EPAC1 agonist: EPAC1 (human) agonism; O95398; EPAC1 agonist qHTS, biochemical assay; response scale: 100% = response to 6.5 mM cAMP; Potency, µM (series often up to 154 µM), inactives show at the highest dose activation, usual class: activators; 360,000 tested, 0.073% active; AID 720707; also: potency is read from the fitted curve at half-maximal effect; nearly all actives have a fitted effect of over 60% in size
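Compounds were pinned as a concentration titration into mixtures of EPAC1 (100 nM), BODIPY-GDP-loaded Rap1B (250 nM) and GDP (50 uM). After 5 min at room temperature, fluorescence was followed for 30 min; activity was scaled to 6.5 mM cAMP.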
PLK1 PBD inh: blocks phosphopeptide binding to human PLK1 polo-box domain | P53350 | Plk1 PBD binding of FITC phosphopeptide, fluorescence polarization | Potency, µM, inactives show max response, negative = inhibition, most hits filed as inhibitors | 360,000 tested, 2.8% active | AID 720504; also: potency is read from the fitted curve at half-maximal effect; series mostly up to about 57 µM; % is scaled to controls: 0 for no effect and ±100 for the full control effect; nearly all actives have a fitted effect of over 65% in size
* = called active by the depositor; ? = inconclusive; / = not tested or not shown; & = joins results of further samples; [ ] = remark or other dose. Unless noted, calls follow the shape of the dose curve; as a rule, active = well fitted curve in the direction sought with a large enough effect; inconclusive = small, poorly fitted or top-dose-only effect, or another doubt; inactive = no such curve, though single readings can be large; an effect the other way counts as inactive or inconclusive. An excerpt. The share of hits here may be higher or lower than overall.

Fields – IL-2 act | PI5P4K alpha inh | CCT chaperon mod | EPAC1 antag | EPAC2 agonist | WRN inhibitor | EPAC1 agonist | PLK1 PBD inh
C#CCNC(=O)C1=C[C@@H](C)C[C@@H](OCc2ccc(CO)cc2)O1
 : -0.6 | -1 | -0.8 | -17% | 2% | -1% | 1% | -3%
COc1cccc(NC(=O)CNC(=O)c2ccc(OC)c(OC)c2)c1
 : -0.2 | -4 | 0.1 | -9% | 5% | 2% | 5% | -2%
COc1cccc(/C=C2\C=C(c3ccc(C)cc3)OC2=O)c1OC(C)=O
 : -0.4 | 0 | 0.5 | -1% | -1% | -2%[57.1 µM] | 11% | -20%
Cc1onc(-c2ccccc2)c1C(=O)N/N=C/c1cn(C)c2ccccc12
 : -1.1 | -10 | -0.3 | -18% | 3% | -3% | 11% | -11%
Cc1ccc[n+](-c2nc3ccccc3nc2C(=C=[N-])C#N)c1
 : 5.4&0.3 | 7&-2 | -0.8&-4.0 | -20%&11% | -10%&3% | -3%&-9% | 3%&9% | 2%&-14%
CCC(C)C(NC(N)=O)C(=O)Nc1ccc(C(=O)OC)cc1 (stereo unspecified)
 : -1.5 | -1 | -1.4 | 5% | 0% | 5% | 0% | 2%
COC(=O)Cc1c(C(=O)OC)nnn1-c1ccc(OC)cc1
 : -1.7 | -3 | -2.0 | -7% | 3% | -4% | -12% | -3%
CC(C)C(=O)Nc1ccc(C(=O)NNC(=S)NC(=O)c2ccco2)cc1
 : -2.0 | -3 | -0.7 | 9% | 4% | 0% | -1% | -14%
CCc1n[nH]c(=O)c2cc3cc(OC)ccc3n12
 : -0.2 | -1 | 0.8 | 9% | -4% | 0%[57.1 µM] | 11% | 4%
O=C(CSc1ccccc1F)NCC(c1cccs1)N1CCOCC1 (stereo unspecified)
 : 0.0 | 1 | 0.2 | -11% | 7% | -6% | -1% | ?
COc1ccc(Nc2nnc(-c3ccc(N4CCOCC4)c([N+](=O)[O-])c3)c3ccccc23)cc1
 : 1.0 | 14 | 1.1 | 2% | 0% | -4% | 2% | 1%
COc1ccccc1C(=O)NCC(=O)OCC(=O)N1CC(C)OC(C)C1 (stereo unspecified)
 : 1.0 | 1 | 2.6 | 6% | 2% | -2% | 0% | -1%
COc1ccc(CCN(C)C2CCCN(C(=O)c3sccc3C)C2)cc1OC (stereo unspecified)
 : -0.6 | 14 | -3.0 | -10% | 4% | -7% | -3% | 0%
COC(=O)CCC(NS(=O)(=O)OCC(Cl)(Cl)Cl)c1ccccc1 (stereo unspecified)
 : -2.4 | -8 | -0.5 | -5% | 7% | -3% | -15% | -5%
COCCOC(=O)c1[nH]c2c(c1C)C(=O)CC(c1ccc(OC)cc1)C2 (stereo unspecified)
 : -0.6 | -5 | 0.4 | -7% | -13% | -8%[57.1 µM] | -12% | 0%
O=C1CSC(c2cccc([N+](=O)[O-])c2)N1CCN1CCCCC1 (stereo unspecified)
 : -2.0 | 1 | 0.7 | 1% | 8% | 6% | 6% | -3%
CCC(=O)N1c2ccc(S(=O)(=O)CCC(=O)Nc3nccs3)cc2CC1C (stereo unspecified)
 : -3.8 | 1 | 1.4 | 19% | 6% | 8% | -3% | -11%
C/C(=N\NC(=O)c1cccc(F)c1)c1ccc(NC(=O)Cc2ccccc2)cc1
 : -2.9 | 3 | -1.2 | 3% | 3% | -8% | 15% | -1%
COc1cc(Cn2c3ccc(NC(=O)CCc4ccccc4)cc3c(=O)n2C)ccc1F
 : -0.7 | -64* | -1.7 | 0% | 26% | -4% | 4% | -7%
C=CCOc1ccc(/C=C/C(=O)OCC(=O)N(C)C2CCS(=O)(=O)C2)cc1 (stereo unspecified)
 : -0.9 | 0 | 0.5 | -5% | -2% | -9% | -4% | 1%
Cc1nnc(NC(=O)c2ccc(S(=O)(=O)N3CCc4ccccc4C3)cc2)o1
 : -0.5 | -19 | -4.2 | -18% | 1% | -1% | 14% | -15%
CC(=O)c1cc(C#N)c(SCC(=O)C(C)(C)C)nc1C
 : -4.7 | / | 0.9 | 5% | 4% | -12% | 7% | 0%
C=C(C)C1CC=C(CN2CCC(C(=O)OCC)CC2)CC1 (stereo unspecified)
 : -2.0 | / | 0.4 | -2% | -7% | -7% | 8% | -6%
CC(=O)Nc1ccc(S(=O)(=O)NCCC(=O)OCc2ccc([N+](=O)[O-])cc2)cc1
 : -1.1 | -12 | -2.2 | -7% | 0% | 1% | 26% | -7%
COCc1c(C(=O)OCC(=O)NCc2ccco2)oc2ccccc12
 : -0.4 | -9 | 1.7 | 1% | 3% | -6% | -14% | -7%
CCOC(=O)C1(C)CCN1C(=O)c1cc(-c2ccc(Cl)cc2)oc1C (stereo unspecified)
 : -0.4 | -9 | -3.9 | -11% | 13% | -2% | 12% | -2%
CCCCOC(=O)Cn1c(=O)n(CC(=O)OCCCC)c2cc(C)ccc21
 : -0.5 | 78 | 0.7 | -9% | -9% | -4% | -12% | 3%
COc1ccc(CC(=O)NC(C)c2nnc(SCC(=O)c3ccc(Br)cc3)n2C)cc1 (stereo unspecified)
 : -3.8 | / | -3.2 | 2% | -2% | 1% | 3% | -6%
Cc1ccc(C)c(N2CCN(Cc3nnnn3C3CCCCC3)CC2)c1
 : -0.7 | 15 | 1.6 | -4% | -3% | -7% | 15% | 2%
COc1ccc(C(=O)NCC(=O)N/N=C/c2cn(C)c3ccccc23)cc1OC
 : -2.0 | -1 | -1.5 | -2% | 9% | 7% | -17% | 1%
C=CCNC(=O)c1ccc(OC)cc1OC
 : -1.6 | 2 | 0.9 | -8% | 2% | 4% | -4% | -6%
Cc1cc(N2CCN(c3cccc(C(F)(F)F)c3)CC2)n2ncnc2n1
 : 0.1 | -7 | -5.0 | -13% | -78%[inhibitor] | -3% | 0% | 4%
Cc1ccc(C(=O)CSc2nc3ccccc3o2)cc1
 : -0.1 | / | -0.7 | -4% | 13% | -11% | 20% | 2%
O=C(O)CC(NC(=O)C12CC3CC(CC(C3)C1)C2)c1ccc2c(c1)OCO2 (stereo unspecified)
 : -0.3 | 1 | 1.8 | 0% | -1% | -3% | 1% | -5%
COc1ccc(CCNC(=O)c2cccc([N+](=O)[O-])c2)cc1OC
 : -0.4 | 2 | 0.1 | -14% | 3% | -7% | -2% | -21%
Cc1cc(OC(=O)c2cccc([N+](=O)[O-])c2)c(C)cc1CN1CCOCC1
 : 0.6 | 9 | -1.2 | -21% | 6% | -6% | 0% | -7%
Cc1ccc(S(=O)(=O)Nc2cccc(-n3cnnn3)c2)cc1C
 : -3.0 | 1 | -0.4 | 9% | 2% | 1% | 2% | -18%
C/C(=C/c1ccccc1)C(=O)N1CC(C)OC(C)C1 (stereo unspecified)
 : -1.0 | -5 | -0.1 | 15% | -6% | 3% | -14% | -8%
CCOc1ccc(-c2csc(NC(=O)CSCC(=O)O)n2)c2ccccc12
 : -3.2 | -3 | -0.3 | 5% | -10% | -6% | 6% | ?
COc1ccccc1NC(=O)[C@@H]1CCCN1S(=O)(=O)c1ccc(Cl)cc1
 : -0.4 | -6 | -4.8 | -18% | 9% | -21% | 6% | -13%
CCOC(=O)c1c(/N=C/c2ccc(OC)cc2O)sc2c1CCN(C)C2
 : 0.1 | -5 | -0.3 | 5% | 16% | -13% | 3% | ?
CN(C)c1nc(Nn2cnnc2)nc(N(C)C)n1
 : -1.2 | -3 | -0.3 | -12% | 8% | -6% | 8% | -1%
COCCNC(=O)C1(C)CCCN(C(=O)c2cc(F)ccc2C)C1 (stereo unspecified)
 : -0.2 | -1 | 1.1 | -16% | 4% | -1% | 3% | -8%
COC(=O)c1ccc(NC(=O)c2ccccc2SC)cc1
 : -1.6 | / | -6.7 | -10% | 14% | 1% | 8% | -12%
Cc1cc(C)cc(C(=O)Nc2ccc(N3CCN(S(C)(=O)=O)CC3)cc2)c1
 : -2.9 | 6 | -0.1 | 25% | 8% | 5% | 4% | 4%

Shown as a hit in PI5P4K alpha inh (from the list above):
mol,IL-2 act,PI5P4K alpha inh,CCT chaperon mod,EPAC1 antag,WRN inhibitor,EPAC1 agonist,PLK1 PBD inh
COc1cc(Cn2c3ccc(NC(=O)CCc4ccccc4)cc3c(=O)n2C)ccc1F,-0.7,-64*,-1.7,0%,-4%,4%,-7%

Among those listed so far, these have a thiophene ring, fused or not.
Fields – IL-2 act | PI5P4K alpha inh | CCT chaperon mod | EPAC1 antag | EPAC2 agonist | WRN inhibitor | EPAC1 agonist | PLK1 PBD inh
O=C(CSc1ccccc1F)NCC(c1cccs1)N1CCOCC1 (stereo unspecified)
 : 0.0 | 1 | 0.2 | -11% | 7% | -6% | -1% | ?
COc1ccc(CCN(C)C2CCCN(C(=O)c3sccc3C)C2)cc1OC (stereo unspecified)
 : -0.6 | 14 | -3.0 | -10% | 4% | -7% | -3% | 0%
CCOC(=O)c1c(/N=C/c2ccc(OC)cc2O)sc2c1CCN(C)C2
 : 0.1 | -5 | -0.3 | 5% | 16% | -13% | 3% | ?

Looked up by structure from the entries so far, 2 records:
Fields – IL-2 act | PI5P4K alpha inh | CCT chaperon mod | EPAC1 antag | EPAC2 agonist | WRN inhibitor | EPAC1 agonist | PLK1 PBD inh
Cc1ccc(C(=O)CSc2nc3ccccc3o2)cc1
 : -0.1 | / | -0.7 | -4% | 13% | -11% | 20% | 2%
O=C(O)CC(NC(=O)C12CC3CC(CC(C3)C1)C2)c1ccc2c(c1)OCO2 (stereo unspecified)
 : -0.3 | 1 | 1.8 | 0% | -1% | -3% | 1% | -5%

New compounds follow:
Fields – IL-2 act | PI5P4K alpha inh | CCT chaperon mod | EPAC1 antag | EPAC2 agonist | WRN inhibitor | EPAC1 agonist | PLK1 PBD inh
COc1cc(OC)cc(C(=O)NCC(=O)N2CCN(c3ccc(O)cc3)CC2)c1
 : -1.4 | -28 | -2.4 | -14% | -6% | -4% | 14% | -11%
O=C(Oc1ccc[nH]c1=O)C1CC1
 : 0.1 | 2 | -0.4 | -1% | 3% | -1% | -10% | 0%
CCSC1=C(C#N)C2(CCCCC2)C(C#N)C(=O)N1 (stereo unspecified)
 : -0.2 | / | -3.1 | 3% | 7% | 3% | -5% | -3%
Cc1csc(NC(=O)C2CCCCC2C(=O)O)n1 (stereo unspecified)
 : 0.1 | 1 | -0.7 | 20% | 3% | -5% | 5% | -11%
CCn1c(CC(=O)Nc2ccccc2OC)nnc1SCC(=O)Nc1ccccc1F
 : 0.3 | 0 | 0.0 | 4% | 4% | -1%[57.1 µM] | 2% | 6%
Nc1ccc(CCCC(=O)NCc2cccnc2)cc1
 : 0.1 | 4 | 1.1 | 0% | 2% | -9% | 1% | 1%
